Compound activity: PubChem, National Center for Advancing Translational Sciences (NCATS)
EPAC2 antag: qHTS for Antagonist of cAMP-regulated guanine nucleotide exchange factor 2 (EPAC2): primary screen. EPAC2 GEF exchange of Rap1B-BODIPY-GDP, fluorescence. Potency, µM (top dose mostly 114 µM), for the others: at the top dose activity, negative = inhibition, most hits filed as inhibitors. hit rate 0.18% among 360,000; also: potency is read from the fitted curve at half-maximal effect; % is scaled to controls: 0 for no effect and ±100 for the full control effect; nearly all actives have a fitted effect of over 45% in size; many of its hits are not listed in these tables
PLK1 PBD block: qHTS for Inhibitors of PLK1-PDB (polo-like kinase 1 - polo-box domain): Primary Screen; Serine/threonine-protein kinase PLK1 (Homo sapiens), P53350; Plk1 PBD binding of FITC phosphopeptide, fluorescence polarization; Potency, µM, for inactives: max response, negative = inhibition, most hits filed as inhibitors; hit rate 2.8% among 360,000; AID 720504, 2013; also: potency is read from the fitted curve at half-maximal effect; series mostly up to about 57 µM; % is scaled to controls: 0 for no effect and ±100 for the full control effect; nearly all actives have a fitted effect of over 65% in size
PI5P4K alpha inh: qHTS for Inhibitors of phosphatidylinositol 5-phosphate 4-kinase (PI5P4K) | max response, % | hit rate 1.2% among 330,000 | PI5P4Kalpha enzyme, ADP-Glo luminescence, 60 min; active compounds read low; active = max response of -50% or lower; inconclusive = between -30% and -50%; inactive = -30% or higher; also: value at the top dose of about 77 µM; % is scaled to controls: 0 for no effect and ±100 for the full control effect
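Reactions run in 0.038 M HEPES pH 7.4, 0.28 mM EGTA, 0.1% CHAPS and 5% DMSO, with PI5P4Kalpha, substrate, compound and 5 microM ATP final, one hour at room temperature. Readout is ADP-Glo luminescence.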
MmCpn inh: Inhibitors of TCP-1 ring complex (TRiC) of Methanococcus maripaludis (MmCpn): qHTS; Chaperonin Mm-Cpn (Methanococcus maripaludis); purified Mm-Cpn ATPase, ADP Transcreener TR-FRET; Potency, µM (series often up to 76.9 µM), for inactives: top-dose activity, negative = inhibition, hits mostly inhibitors; hit rate 0.031% among 330,000; AID 504842, 2011; also: potency is read from the fitted curve at half-maximal effect; % is scaled to controls: 0 for no effect and ±100 for the full control effect; nearly all actives have a fitted effect of over 80% in size
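Purified archaeal chaperonin (25 nM final) was preincubated with compound for 10 min at 37°C, then ATP (10 uM final) was added for 30 min at 37°C in Tris pH 7.4/KCl/MgCl2/DTT buffer. ADP was quantified by HTRF Transcreener TR-FRET.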
CCT modulator: High-Throughput Screening for Modulators of Cytosolic Chaperonin Activity; purified chaperonin ATPase assay, HTRF ADP detection, 30 min; activity change, % (test concentration not listed), hits read low; hit rate 0.3% among 360,000; AID 651819, 2012; in the data active = activity change below about -30%; also: % is scaled to controls: 0 for no effect and ±100 for the full control effect
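Nucleotide hydrolysis assay: TRiC at 20–40 nM final (set by batch activity) with 10 uM ATP, 30 min at 37 °C, in presence of 76 uM compound. Detection by competitive ADP HTRF, 30 min ambient.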
EPAC1 ag: qHTS for Agonist of cAMP-regulated guanine nucleotide exchange factor 3 (EPAC1): primary screen; Rap guanine nucleotide exchange factor 3 (Homo sapiens), O95398; EPAC1 agonist qHTS, biochemical assay; response scale: 100% = response to 6.5 mM cAMP; Potency, µM (highest dose often 154 µM), for inactives: top-dose activation, usual class: activators; hit rate 0.073% among 360,000; AID 720707, 2013; also: potency is read from the fitted curve at half-maximal effect; nearly all actives have a fitted effect of over 60% in size
Target sequence (O95398 whole entry, looked up): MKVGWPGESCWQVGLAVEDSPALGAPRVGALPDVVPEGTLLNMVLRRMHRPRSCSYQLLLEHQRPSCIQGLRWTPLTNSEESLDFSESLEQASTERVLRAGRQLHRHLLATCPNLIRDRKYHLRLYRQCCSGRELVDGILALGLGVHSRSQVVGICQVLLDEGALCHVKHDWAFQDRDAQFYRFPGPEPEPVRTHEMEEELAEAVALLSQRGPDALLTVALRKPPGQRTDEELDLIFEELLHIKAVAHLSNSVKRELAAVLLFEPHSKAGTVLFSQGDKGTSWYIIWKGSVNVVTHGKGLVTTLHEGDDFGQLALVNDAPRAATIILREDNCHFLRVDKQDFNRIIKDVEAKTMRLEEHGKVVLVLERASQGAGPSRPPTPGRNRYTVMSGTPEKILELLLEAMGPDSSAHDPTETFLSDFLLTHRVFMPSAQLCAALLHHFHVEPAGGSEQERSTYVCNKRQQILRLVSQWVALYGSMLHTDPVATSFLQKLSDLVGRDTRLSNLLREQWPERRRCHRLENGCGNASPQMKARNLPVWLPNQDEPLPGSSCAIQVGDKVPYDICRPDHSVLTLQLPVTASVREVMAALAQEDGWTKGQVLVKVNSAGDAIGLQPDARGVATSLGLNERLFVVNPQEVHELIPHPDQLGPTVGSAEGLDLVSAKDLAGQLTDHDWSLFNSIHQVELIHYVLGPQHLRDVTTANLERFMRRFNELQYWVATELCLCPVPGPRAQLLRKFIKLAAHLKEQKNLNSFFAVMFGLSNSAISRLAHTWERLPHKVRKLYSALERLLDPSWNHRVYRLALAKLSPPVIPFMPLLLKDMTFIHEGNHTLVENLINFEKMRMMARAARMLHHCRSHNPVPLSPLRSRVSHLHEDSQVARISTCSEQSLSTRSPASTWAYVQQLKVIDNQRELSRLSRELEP
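Nucleotide exchange assay: 100 nM EPAC1 with 250 nM Rap1B loaded with BODIPY-GDP and 50 uM GDP, room temperature. Fluorescence (480/540 nm) read every 5 min for 30 min; signal change normalized to 6.5 mM cAMP as full agonist.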
WRN inhibitor: qHTS for Inhibitors of WRN Helicase; Bifunctional 3'-5' exonuclease/ATP-dependent helicase WRN (Homo sapiens), Q14191; WRN helicase unwinding, fluorescent forked duplex, kinetic; Potency, µM (titrated, usually from 114 µM), without a hit: at the highest dose activity change, negative = inhibition, most hits filed as inhibitors; hit rate 0.46% among 360,000; AID 651768, 2012; also: potency is read from the fitted curve at half-maximal effect; % is scaled to controls: 0 for no effect and ±100 for the full control effect; nearly all actives have a fitted effect of over 55% in size
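Enzyme (20 nM final) and test compound sit together 15 min at room temperature before substrate addition. Substrate is a single-forked duplex oligonucleotide (100 nM) labelled with fluorophore and quencher, with 2 mM ATP; helicase unwinding raises red fluorescence, read kinetically.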
EPAC1 antagonist: qHTS for Antagonist of cAMP-regulated guanine nucleotide exchange factor 3 (EPAC1): primary screen; Rap guanine nucleotide exchange factor 3 (Homo sapiens), O95398; EPAC1 GEF assay, Rap1b-BODIPY-GDP exchange fluorescence; Potency, µM (series often up to 115 µM), for the others: top-dose activity change, negative = inhibition, usual class: inhibitors; hit rate 0.14% among 360,000; AID 720709, 2013;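 also: potency is read from the fitted curve at half-maximal effect; plate controls were vehicle for no effect and positive control for full effect; nearly all actives have a fitted effect of over 50% in size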
* marks the source's active call; other numbers are inactive results; [ ] = dose if it differs, or a comment. Unless noted, calls follow the shape of the dose curve; as a rule, active = well fitted curve in the direction sought with a large enough effect; inconclusive = small, poorly fitted or top-dose-only effect, or another doubt; inactive = no such curve, though single readings can be large; an effect the other way counts as inactive or inconclusive. A portion of the library. The share of hits here may be higher or lower than overall.

Screening COc1cc(/C=C/C(=O)N(C)c2ccccc2C(=O)O)cc(OC)c1OC returned EPAC2 antag 2.6%, PLK1 PBD block -2.7%, PI5P4K alpha inh 4.8, MmCpn inh -1.5%, CCT modulator 0.2, EPAC1 ag 0.0%, WRN inhibitor -4.5% and EPAC1 antagonist 8.5%.
`O=[N+]([O-])c1ccc(S(=O)(=O)N/N=C/c2cccs2)cc1` gave EPAC2 antag -6.8%, PLK1 PBD block -28.2%, PI5P4K alpha inh -7.0, MmCpn inh -1.6%, CCT modulator 1.6, EPAC1 ag -4.6%, WRN inhibitor 4.9% and EPAC1 antagonist -18.4%.
For COC(=O)[C@]12CCCCC=C1N(Cc1cccc3ccccc13)C(=O)[C@H](CC(=O)N1CCN(C(=O)c3ccco3)CC1)C2 the results were EPAC2 antag -6.0%, PLK1 PBD block 2.1%, PI5P4K alpha inh -0.7, CCT modulator -1.8, EPAC1 ag 1.3%, WRN inhibitor 4.2% and EPAC1 antagonist -8.2%.
COc1cc(S(=O)(=O)NC2CCSc3ccccc32)ccc1NC(C)=O (stereo not drawn) was read as EPAC2 antag 4.4%, PLK1 PBD block -6.4%, PI5P4K alpha inh 2.8, MmCpn inh 0.5%, CCT modulator -0.7, EPAC1 ag 1.6%, WRN inhibitor 6.2% and EPAC1 antagonist 1.0%.
Cc1ccc(S(=O)(=O)CCC(=O)N(C)C2CCCCC2)cc1 was read as EPAC2 antag -0.1%, PLK1 PBD block 1.5%, PI5P4K alpha inh 0.0, MmCpn inh 1.4%, CCT modulator 1.5, EPAC1 ag -9.6%, WRN inhibitor -10.4% and EPAC1 antagonist 5.1%.
`Cc1cc(C(=O)NNC(=S)Nc2ccccc2)nn1C` gave EPAC2 antag 9.0%, PLK1 PBD block -15.0%, PI5P4K alpha inh 12.2, MmCpn inh -3.8%, CCT modulator 0.7, EPAC1 ag -8.8%, WRN inhibitor -12.3%[57.1 µM] and EPAC1 antagonist -4.1%.
For COc1cccc(-c2noc(CCCC(=O)Nc3ccc(C(N)=O)cc3)n2)c1 the results were EPAC2 antag -11.6%, PLK1 PBD block 3.0%, PI5P4K alpha inh 6.7, MmCpn inh -4.0%, CCT modulator -1.5, EPAC1 ag 7.7%, WRN inhibitor -3.1% and EPAC1 antagonist -3.5%.
For COC(=O)CC(=O)CSc1nc2c(cc1C#N)CCC2 the results were EPAC2 antag -6.0%, PLK1 PBD block 1.3%, MmCpn inh -10.2%, CCT modulator -2.6, EPAC1 ag 6.0%, WRN inhibitor -18.0% and EPAC1 antagonist -13.5%.
O=C(NC1C=CS(=O)(=O)C1)c1sc2ccccc2c1Cl (stereo not drawn) was read as EPAC2 antag 3.0%, PLK1 PBD block -9.9%, MmCpn inh -2.1%, CCT modulator -2.2, EPAC1 ag 3.0%, WRN inhibitor -8.0% and EPAC1 antagonist -2.6%.
`CCN(CC)S(=O)(=O)c1cc(NC(=O)C(C)OC(=O)c2[nH]c(C)c(C(C)=O)c2C)ccc1C` (stereo not drawn) gave EPAC2 antag 2.0%, PLK1 PBD block -10.0%, PI5P4K alpha inh 5.6, MmCpn inh 0.3%, CCT modulator 1.5, EPAC1 ag -6.4%, WRN inhibitor -2.1% and EPAC1 antagonist -13.4%.
`O=c1c(Cc2ccc(F)cc2)c(O)ccn1CC1CCCO1` (stereo not drawn) gave EPAC2 antag 2.8%, PLK1 PBD block -9.4%, PI5P4K alpha inh 9.1, MmCpn inh 0.4%, CCT modulator 1.3, EPAC1 ag -2.8%, WRN inhibitor -1.7% and EPAC1 antagonist 8.8%.
For Cc1nnc(N(C(=O)c2cnccn2)c2ccccc2)s1 the results were EPAC2 antag -3.0%, PLK1 PBD block 10.6µM*, PI5P4K alpha inh -23.1, MmCpn inh 0.2%, CCT modulator 1.1, EPAC1 ag -0.6%, WRN inhibitor 9.9% and EPAC1 antagonist -4.6%.
Screening CC(C)(C)NC(=O)c1ccc2c(c1)N(CC(=O)NC1CCCC1)C(=O)C(C)(C)O2 returned EPAC2 antag 0.8%, PLK1 PBD block 6.0%, PI5P4K alpha inh 4.6, MmCpn inh -1.7%, CCT modulator -0.3, EPAC1 ag -1.7%, WRN inhibitor -2.6%[57.1 µM] and EPAC1 antagonist -3.3%.
`O=C(NC(Cc1ccccc1)C(=O)O)/C(=C\c1cccc([N+](=O)[O-])c1)NC(=O)c1ccco1` (stereo not drawn) gave EPAC2 antag 13.7%, PLK1 PBD block 1.8%, PI5P4K alpha inh -0.4, MmCpn inh 0.1%, CCT modulator 3.9, EPAC1 ag -3.8%, WRN inhibitor 1.6% and EPAC1 antagonist -5.7%.
`COc1ccc(CCNC(=S)N2CCN(S(=O)(=O)c3ccccc3)CC2)cc1` gave EPAC2 antag -26.3%, PLK1 PBD block inconclusive, PI5P4K alpha inh -2.6, MmCpn inh -1.1%, CCT modulator -0.1, EPAC1 ag 1.9%, WRN inhibitor -4.6% and EPAC1 antagonist 5.8%.
`COC(=O)c1ccc2c(=O)n(CCCCCC(=O)NCc3ccccc3)c(=O)[nH]c2c1` gave EPAC2 antag -3.1%, PLK1 PBD block -0.2%, MmCpn inh 0.5%, CCT modulator -1.6, EPAC1 ag 0.7%, WRN inhibitor -13.2% and EPAC1 antagonist 3.9%.
COc1ccc(CNC(=O)CSc2ncnc3nc[nH]c23)cc1 was read as EPAC2 antag 6.8%, PLK1 PBD block -2.6%, MmCpn inh -0.5%, CCT modulator -5.3, EPAC1 ag -3.2%, WRN inhibitor 0.3% and EPAC1 antagonist -8.6%.
CC(=O)c1ccc(NC(=O)CCS(=O)(=O)c2ccc3c(c2)n(C)c(=O)c(=O)n3C)cc1 was read as EPAC2 antag 0.2%, PLK1 PBD block -22.1%, PI5P4K alpha inh -12.6, MmCpn inh -0.1%, CCT modulator -1.6, EPAC1 ag 5.9%, WRN inhibitor -17.0% and EPAC1 antagonist 1.2%.
Screening Cc1ccc(C(=O)COC(=O)c2cccc(NC(=O)c3ccc([N+](=O)[O-])cc3[N+](=O)[O-])c2)cc1 returned EPAC2 antag -10.8%[57.1 µM], PLK1 PBD block -12.2%, PI5P4K alpha inh 4.4, MmCpn inh -0.1%, CCT modulator -1.3, EPAC1 ag 9.8%, WRN inhibitor -5.1% and EPAC1 antagonist -7.6%.
Screening CCOCCc1nn2c(=O)cc(CSCC(=O)Nc3cccc(C)c3C)nc2s1 returned EPAC2 antag 1.9%, PLK1 PBD block 6.1%, PI5P4K alpha inh -4.4, MmCpn inh 0.2%, CCT modulator -5.7, EPAC1 ag -14.3%, WRN inhibitor 4.1% and EPAC1 antagonist -2.5%.
Screening COc1cc(Br)cc2cc(C(=O)OC3CCN(C)CC3)c(=O)oc12 returned EPAC2 antag 7.6%, PLK1 PBD block -2.5%, CCT modulator 3.7, EPAC1 ag -7.2%, WRN inhibitor 5.9% and EPAC1 antagonist 4.0%.
`O=C(O)c1ccc(NS(=O)(=O)c2cc(Cl)sc2Cl)cc1` gave EPAC2 antag 13.6%, PLK1 PBD block 6.2%, PI5P4K alpha inh 2.8, MmCpn inh -2.1%, CCT modulator 2.8, EPAC1 ag -5.6%, WRN inhibitor 2.9% and EPAC1 antagonist 3.3%.
Screening O=C(NC1CCN(Cc2ccccc2)CC1)C1CCN(S(=O)(=O)c2ccccc2)CC1 returned EPAC2 antag 8.5%, PLK1 PBD block -6.2%, PI5P4K alpha inh 0.2, MmCpn inh -3.3%, CCT modulator 2.6, EPAC1 ag 9.2%, WRN inhibitor 17.7% and EPAC1 antagonist -11.2%.
For Cc1cc[n+](CC(=O)c2ccccc2)c2ccccc12 the results were EPAC2 antag 6.0%, PLK1 PBD block -1.9%, PI5P4K alpha inh 11.3, MmCpn inh -3.2%, CCT modulator -2.8, EPAC1 ag 0.8%, WRN inhibitor 10.2%[57.1 µM] and EPAC1 antagonist -4.7%.
For COc1ccccc1N1CCN(C(=O)c2cccc(S(=O)(=O)N3CCCCCC3)c2)CC1 the results were EPAC2 antag -0.8%, PLK1 PBD block 2.4%, PI5P4K alpha inh -3.3, MmCpn inh -4.0%, CCT modulator -0.4, EPAC1 ag 4.4%, WRN inhibitor 5.2% and EPAC1 antagonist 3.5%.
`COc1cc(/C=C(\C#N)c2ccccn2)ccc1OCC(=O)Nc1c(Cl)cccc1Cl` gave EPAC2 antag 9.7%, PLK1 PBD block -6.5%, PI5P4K alpha inh 0.2, MmCpn inh -1.5%, CCT modulator -2.0, EPAC1 ag 5.3%, WRN inhibitor 10.3% and EPAC1 antagonist 4.6%.
For COc1cccc(-c2[nH]nc3c2C(c2ccoc2)C(C#N)=C(N)O3)c1 (stereo not drawn) the results were EPAC2 antag 2.9%, PLK1 PBD block 26.7µM*, MmCpn inh 0.1%, CCT modulator 1.3, EPAC1 ag 6.2%, WRN inhibitor inconclusive and EPAC1 antagonist 7.5%.
Screening Cc1cc(C(=O)OCC(=O)NC2CCC(C)CC2)c(C)o1 (stereo not drawn) returned EPAC2 antag 19.0%, PLK1 PBD block 4.9%, PI5P4K alpha inh 4.4, MmCpn inh 1.3%, CCT modulator 1.5, EPAC1 ag -1.9%, WRN inhibitor -2.4% and EPAC1 antagonist -2.2%.
O=C(CSc1nnc(NC(=O)Cc2ccc(F)cc2)s1)NCc1ccco1 was read as EPAC2 antag -7.9%, PLK1 PBD block -9.0%, PI5P4K alpha inh 2.8, MmCpn inh -1.0%, CCT modulator 1.3, EPAC1 ag -4.7%, WRN inhibitor -13.9% and EPAC1 antagonist -8.2%.
Screening O=C(O)c1ccccc1CSC1=NCCS1 returned EPAC2 antag 6.9%, PLK1 PBD block 16.8µM*, PI5P4K alpha inh -9.8, MmCpn inh 1.2%, CCT modulator -2.1, EPAC1 ag 2.4%, WRN inhibitor 1.0% and EPAC1 antagonist -1.1%.
